S100A4 MyoIIA – blocks human S100A4 binding to myosin IIA peptide; P26447; inhibition, % at 10.7 µM; actives 0.14% (n = 360,000); S100A4/TAMRA-MyoIIA peptide fluorescence polarization;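 active = mean inhibition of at least 70% across replicates, with every replicate also reaching that level; inconclusive = mean inhibition reaches 70% but some replicates fall short; inactive = mean inhibition below 70%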
Target sequence (P26447 whole entry, looked up): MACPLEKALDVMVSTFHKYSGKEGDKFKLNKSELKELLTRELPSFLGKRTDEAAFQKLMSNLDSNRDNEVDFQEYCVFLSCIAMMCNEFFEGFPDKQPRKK
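assay system = human S100A4 monomer with TAMRA-labelled myosin IIA peptide | also added = labelled myosin peptide probe, 5 nM | incubation = 5 min between mix addition and reading | control set = DMSO and TFP controls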
ERp5 block – inhibitors of human ERp5 | ERp5 insulin aggregation, absorbance 650 nm, 90 min | inhibition, % at 9.99 µM | actives 0.05% (n = 350,000) | AID 651711;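 active = mean replicate inhibition above about 25%, with every replicate also reaching it, limit read from the data, passing the limit was not always enough; inconclusive = only one of those two criteria met; inactive = neither criterion met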
Target sequence (Q15084 whole entry, looked up): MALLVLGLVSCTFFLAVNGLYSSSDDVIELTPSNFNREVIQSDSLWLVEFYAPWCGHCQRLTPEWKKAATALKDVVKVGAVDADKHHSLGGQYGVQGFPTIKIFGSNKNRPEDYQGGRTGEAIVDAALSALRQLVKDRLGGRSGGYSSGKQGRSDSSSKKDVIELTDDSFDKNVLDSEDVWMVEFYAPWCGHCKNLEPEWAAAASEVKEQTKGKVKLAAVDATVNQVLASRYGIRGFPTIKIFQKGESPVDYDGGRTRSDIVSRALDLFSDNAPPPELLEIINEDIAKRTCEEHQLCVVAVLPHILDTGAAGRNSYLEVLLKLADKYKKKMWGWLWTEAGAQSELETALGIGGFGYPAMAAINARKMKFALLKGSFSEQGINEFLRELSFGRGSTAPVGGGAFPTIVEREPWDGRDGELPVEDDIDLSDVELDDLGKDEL
C2C12 statin – protects C2C12 myotubes from simvastatin toxicity; ATP luminescence, 48 h; scaled: DMSO 0, geranylgeraniol control 100; rescue of ATP level, % at 7.49 µM; actives 0.78% (n = 330,000); AID 602340;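 active = mean ATP rescue above about 67%, or every replicate alone reaching that limit, limit read from the data, passing the limit was not always enough; inconclusive = no clear call, values can overlap the other calls; inactive = mean under the limit and some replicate under it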;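 also: myotubes were challenged with 10 µM simvastatin during compound exposure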
E-selectin induc – induces E-selectin expression in human endothelial cells; actives 0.37% (n = 260,000); activation, % at 7.58 µM; HUVEC E-selectin immunofluorescence imaging; normalized: neutral wells 0, TNF-alpha wells 100;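 active = mean E-selectin-positive cell signal at least 10% of the positive control, reached in at least 60% of replicates, without over 20% cell loss; inconclusive = no rule given, readout overlaps actives, possibly toxicity-flagged; inactive = the rest, including those meeting only one limit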;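 also: in these data hits start at about 27%; measured in HUVEC primary endothelial cells; signal is the percent of cells scored E-selectin positive by PE staining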
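Test system: HUVEC; input: 3,000 HUVEC/well; measured by: immunofluorescence imaging; read-out: % PE-positive cells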
PglD inh – inhibitors of Campylobacter jejuni PglD acetyltransferase; AID 602405; actives 0.098% (n = 360,000); inhibition, % at 12.5 µM; purified PglD enzyme, DTNB colorimetric CoA detection; in the data active = inhibition above about 16%, passing the limit was not always enough; inconclusive = no clear call, values can overlap the other calls; also: strong numbers were not always called active
SIRT5 inh – inhibitors of human sirtuin-5 desuccinylase. Q9NXA8. Purified SirT5, succinyl-peptide AMC, trypsin-coupled fluorescence. inhibition, % at 15 µM. actives 1.1% (n = 330,000); in the data active = inhibition above about 15%; inconclusive = no clear call, values can overlap the other calls
Target sequence (Q9NXA8 whole entry, looked up): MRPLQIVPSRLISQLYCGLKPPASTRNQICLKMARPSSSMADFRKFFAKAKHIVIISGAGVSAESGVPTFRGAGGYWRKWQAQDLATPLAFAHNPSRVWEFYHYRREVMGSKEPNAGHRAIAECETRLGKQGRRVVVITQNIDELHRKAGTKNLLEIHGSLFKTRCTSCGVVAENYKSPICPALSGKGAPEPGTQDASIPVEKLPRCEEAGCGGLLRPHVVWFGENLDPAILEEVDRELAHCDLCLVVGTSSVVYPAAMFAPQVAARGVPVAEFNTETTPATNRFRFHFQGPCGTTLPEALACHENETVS
DENV2 CPE – DENV2-induced cell death inhibition | DENV2-infected cells, cytopathic effect rescue, plate reader | CPE inhibition, % at 9.99 µM | actives 1.7% (n = 350,000) | AID 651640; in the data active = CPE inhibition above about 20%, passing the limit was not always enough; inconclusive = no clear call, values can overlap the other calls; tested in BHK-21 cells;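 also: 0% = median of neutral control wells and 100% = median of positive control wells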
* hit, by the source's call; ? = inconclusive; · = not tested or not shown; & = joins results of further samples. The list is partial. The share of hits here may be higher or lower than overall.

SMILES	S100A4 MyoIIA	ERp5 block	C2C12 statin	E-selectin induc	PglD inh	SIRT5 inh	DENV2 CPE
COc1cc(C2C3=C(CC(C)(C)CC3=O)OC3=C2C(=O)CC(C)(C)C3)cc([N+](=O)[O-])c1O	0	-4	·	·	·	1	-5
COc1ccc(-c2ccc(SCC(=O)c3ccc(F)cc3)nn2)cc1OC	0	-2	·	-0.9	3	5	4
COc1cc(NC(=O)CSc2nc3c(c(=O)[nH]2)CCCC3)cc(OC)c1OC	3	2	·	·	·	-2	-17
Fc1ccc(-c2csc(Nc3ccccn3)n2)cc1	0	-1	154*	·	3	-1	-6
CC(C)CC#Cc1ccc2c(c1)O[C@@H](CN(C)Cc1ccncc1)[C@H](C)CN([C@H](C)CO)S2(=O)=O	-46	-15	-58	0.3	4	9	8
C[C@@H]1CN([C@@H](C)CO)S(=O)(=O)c2ccc(-c3cncnc3)cc2O[C@@H]1CN(C)C(=O)C1CCCCC1	-1	1	1	-0.1	-1	6	1
CN(Cc1ccc(C(C)(C)C)cc1)C(=O)c1ccc2c(=O)n3c(nc2c1)CCC3	-6	3	·	1.9	·	2	?
Cc1ccccc1-n1c(SCC(=O)NC(N)=O)nc2sc(-c3ccccc3)cc2c1=O	0	4	·	1.6	·	-2	5
COc1ccc2c3c(n(C)c2c1)[C@@H](CO)N(Cc1ccccc1F)CC31CN(C(C)=O)C1	7	-3	·	0.4	·	-2	4
Cc1ccccc1-n1c(SCC(=O)NC2CC2)nc2ccccc2c1=O	-2	3	1	1.1	2	-1	6
CN1CCN(C(=O)C[C@@H]2C[C@H]3c4cc(NC(=O)C5CCC5)ccc4O[C@H]3[C@@H](CO)O2)CC1	2	-4	-2	-0.4	1	-7	10
Cc1nn(C)c(C)c1CNC(=O)Nc1ccc(Cl)cc1	1	-1	-10	-0.2	1	3	-10
CN(C(=O)COC(=O)c1ccc(Br)c(S(=O)(=O)N2CCOCC2)c1)C1CCCCC1	3	7	1	-0.7	4	-1	-4
COc1ccc(C2/C=C\CNCC(=O)N2Cc2ccc(F)cc2)cc1 (configuration not stated)	-4	1	13	0.2	3	·	-12
O=C(c1cc([N+](=O)[O-])ccc1N1CCOCC1)N1CCN(S(=O)(=O)c2cc(Cl)ccc2Cl)CC1	5	-3	-1	·	-1	-5	-2
CCOc1ccc(-c2ncncc2-c2ccccc2OC)c(O)c1	-6	2	10	·	5	-3	2
O=C(COC(=O)c1ccc(CNS(=O)(=O)c2ccc(F)c(Cl)c2)cc1)NCC1CCCCC1	-1	-2	·	·	·	-3	5
COc1ccccc1N1CCN(C(=O)c2ccc(Br)o2)CC1	-2	0	0	·	-2	-11	-5
Cc1ccccc1S(=O)(=O)Cc1ccc(C(=O)NCCCN2CCCC(C)C2)o1 (configuration not stated)	-12	-1	-5	·	4	1	9
Cn1c(Nc2ccc(F)cc2)nc2cc(-c3ccsc3)sc2c1=O	1	3	17	0.0	12	5	-3
Cc1ccc(S(=O)(=O)Nc2ccc3c(c2)C(=O)N([C@@H](C)CO)C[C@H](C)[C@@H](CN(C)Cc2ccc(Cl)c(Cl)c2)OCCCC[C@H](C)O3)cc1	8	2	·	·	9	15	-6
CCOC(=O)c1c[nH]c2c(C(F)(F)F)cccc2c1=O	-2	1	·	·	·	-1	-8
O=C(Nc1ccccc1F)N1CCCCN2[C@@H](CO)[C@@H](c3ccc(C#Cc4cccnc4)cc3)[C@@H]2C1	-1	-4	-2	-0.3	-7	0	14
CCCCN(C(=O)CSc1nnc(Nc2ccccc2)s1)c1c(N)n(CCC)c(=O)[nH]c1=O	0	1	·	·	·	-6	-6
Cc1ccccc1NC(=O)c1cccc(N2C(=O)C3C4CC(C(Br)C4Br)C3C2=O)c1 (configuration not stated)	-1	9	·	-0.7	-2	0	11
Cc1cccc(N(CC(=O)N2CCN(C)CC2)S(=O)(=O)c2ccccc2)c1	-7	7	7	·	·	-3	2
CS(=O)(=O)Nc1ccc2c(c1)[C@@H]1C[C@H](CC(=O)NCc3ccccc3F)O[C@@H](CO)[C@@H]1O2	10	-6	-4	-0.4	-3	-1	3
CCOC(=O)c1c(CS(=O)(=O)c2ccccc2)n(C)c2cc(Br)c(O)cc12	-1	2	-1	·	-13	18*	5
COc1ccccc1CNC(=O)C[C@H]1C[C@H]2c3cc(NC(=O)CC4CC4)ccc3O[C@H]2[C@H](CO)O1	·	·	2	0.3	5	·	-3
O=C(Nc1ccc(-c2ccccc2)cc1)c1ccco1	-5	-1	8	5.8	5	-3	0
Cc1ccccc1S(=O)(=O)NCC[C@H]1CC[C@H](NC(=O)C2CCCC2)[C@@H](CO)O1	13	-2	3	0.1	3	0	8
COc1ccc(NC(=O)N(C)C[C@H]2OCCCC[C@@H](C)Oc3ccc(NS(=O)(=O)c4ccc(OC)cc4)cc3C(=O)N([C@@H](C)CO)C[C@H]2C)cc1	·	·	·	-0.4	-1	·	16
O=C(c1nc2ccccn2c1CN1CCC(Cc2ccccc2)CC1)N1CCCC1	0	3	7	·	-9	-5	-3
CCC(=O)N1C[C@@H](C)[C@@H](OC)CN(C)C(=O)c2ccc(NC(=O)CC(F)(F)F)cc2OC[C@H]1C	67	0	·	0.3	·	·	10
CO[C@@H]1CN(C)C(=O)c2cc(NC(=O)NC(C)C)ccc2OC[C@H](C)N(Cc2ccccc2)C[C@H]1C	5	3	5	0.2	1	-1	8
C[C@H]1CN([C@@H](C)CO)C(=O)c2cc(C#Cc3ccncc3)cnc2O[C@@H]1CN(C)C(=O)CN(C)C	6	2	25	0.4	-1	-2	-6
O=C(c1ccoc1)N1CCCC(Nc2ccc(F)c(F)c2)C1 (configuration not stated)	3	3	-1	1.5	2	1	-7
O=C(OCC(=O)N1CCCCCC1)c1ccc[nH]c1=O	-4	3	9	-0.2	-2	-2	1
C[C@@H]1CCCCO[C@H](CN(C)Cc2ccncc2)[C@H](C)CN([C@@H](C)CO)C(=O)c2cc(NS(C)(=O)=O)ccc2O1	-1	-5	-33	0.1	0	2	5
O=C(O)c1cccc(C(=O)c2cccc(C(=O)O)c2)c1	6	5	3	·	-3	4	2

Compounds listed so far that contain a nitro group on carbon:
SMILES	S100A4 MyoIIA	ERp5 block	C2C12 statin	E-selectin induc	PglD inh	SIRT5 inh	DENV2 CPE
COc1cc(C2C3=C(CC(C)(C)CC3=O)OC3=C2C(=O)CC(C)(C)C3)cc([N+](=O)[O-])c1O	0	-4	·	·	·	1	-5
O=C(c1cc([N+](=O)[O-])ccc1N1CCOCC1)N1CCN(S(=O)(=O)c2cc(Cl)ccc2Cl)CC1	5	-3	-1	·	-1	-5	-2

Continuation:
SMILES	S100A4 MyoIIA	ERp5 block	C2C12 statin	E-selectin induc	PglD inh	SIRT5 inh	DENV2 CPE
CCOc1ccc(OCCC(=O)OCC(=O)NCc2ccc(Cl)cc2)cc1	-1	-1	1	-0.5	4	-5	0
O=C(NCCc1ccccc1)C1CCC(=O)N(Cc2ccc(Cl)cc2)C1 (configuration not stated)	2	5	·	·	0	-2	-2
O=C(NCc1ccccc1)C1c2ccccc2OCC(=O)N1Cc1ccco1 (configuration not stated)	2	-2	·	·	·	3	16
Cc1ccc(S(=O)(=O)Nc2cccc3c2O[C@H](CN(C)C(=O)Nc2ccc4c(c2)OCO4)[C@H](C)CN([C@H](C)CO)C3=O)cc1	2	-6	-17	-0.4	0	1	4
COCC#Cc1ccc([C@H]2[C@H](CO)N3CCCCN(S(=O)(=O)c4cccc(OC)c4)C[C@@H]23)cc1	·	4	·	-0.7	-1	·	5
O=C(C1CCCCC1)N1CC2(C1)[C@@H](c1ccccc1)[C@H](CO)N2Cc1nccs1	-2	-3	·	0.0	·	2	6
Cc1ccc(N(CC(=O)NC(C)C)C(=O)CCC(=O)Nc2ccccn2)cc1	-4	0	0	·	2	2	-2
COc1ccccc1S(=O)(=O)N[C@@H]1C=C[C@@H](CC(=O)NCc2cc(F)cc(F)c2)O[C@H]1CO	7	1	8	-0.5	2	-4	-7
Cc1ccc(-c2ccc(=O)n(Cc3cc(C)ccc3C)n2)cc1	-2	-1	13	0.3	8	-13	-2
CCOc1ccc(CCNC(=O)COC(=O)CCC(=O)c2cccs2)cc1OCC	0	3	4	0.2	3	-3	1
C[C@H](CO)N1C[C@H](C)[C@@H](CN(C)C(=O)NC2CCCCC2)Oc2ccc(NC(=O)CCN3CCOCC3)cc2CC1=O	15	2	1	0.0	-1	·	17
COc1ccccc1CNC(=O)C[C@@H]1CC[C@@H]2[C@H](COC[C@@H](O)CN2Cc2ccc3c(c2)OCO3)O1	-9	-4	9	0.1	-4	-3	4
COc1cccc(C(=O)NCCS(=O)(=O)N2CCc3ccccc3C2)c1	4	-1	28	-2.9	-2	-3	3
N#Cc1c(C(F)(F)F)cc(-c2ccc(Cl)c(Cl)c2)nc1SCCN1CCOCC1	1	1	3	·	-5	-1	·
Cc1cccc2c(=O)n3c(nc12)CCCCC3	16	·	67*	·	-2	·	·
CO[C@H]1CN(C)C(=O)c2ccc(NC(C)=O)cc2OC[C@H](C)N(Cc2nccs2)C[C@@H]1C	-11	8	·	0.1	·	18*	3
O=C(C[C@H]1CC[C@H](NC(=O)CN2CCOCC2)[C@@H](CO)O1)NC1CCC1	-1	16	0	0.2	-6	3	3
CCCOc1ccc(/C(O)=C2/C(=O)C(=O)N(CCCn3ccnc3)C2c2ccc(C)o2)cc1 (configuration not stated)	-4	0	-7	-0.1	·	1	-3
C=CC[C@@H](CC(=O)OC(C)(C)C)C(=O)OC[C@@H]1CCCN1C(=O)[C@@H](CC=C)CC(=O)N(CCO)Cc1ccccc1	0	1	·	-0.1	5	·	14
CCOC(=O)c1ccc2nc(NC(C)=O)sc2c1	2	5	-13	-0.4	·	13	0
CN(C(=O)c1cccc(C(=O)N(C)c2ccccc2)c1)c1ccccc1	-4	-4	5	·	2	-2	6
COc1ccccc1C(=O)N1C[C@@H]2[C@H](c3ccccc31)[C@H](CO)N2C(=O)Nc1ccccc1	3	-2	7	-0.6	-1	·	-1
CO[C@@H]1CN(C)C(=O)c2ccc(NC(=O)C3CC3)cc2OC[C@@H](C)N(C(=O)Nc2ccccc2F)C[C@H]1C	5	-1	-3	0.5	0	2	?
C[C@H](CO)N1C[C@H](C)[C@H](CN(C)Cc2cccc(O)c2)OCc2ccccc2-c2c(n(C)c3ccccc23)C1=O	-4&4	-4	3	-0.1	-4	0&-2	-2&1
CCOc1ccccc1NC(=O)CSc1nnc(Cc2ccc(OC)cc2)c(=O)n1N	-5	-8	21	-2.3	4	2	3
CCOCC(=O)Nc1ccccc1C(=O)N1CCOCC1	-1	-3	·	·	-1	0	-3
Cn1c(=O)c2c(nc(N3CCNCC3)n2Cc2ccccc2Cl)n(C)c1=O	-7	2	-4	0.0	·	-2	14
O=C(OC1CCOC1=O)c1ccc(N2CCCC2)c([N+](=O)[O-])c1 (configuration not stated)	-3	-2	1	-0.1	·	2	-10
CN(C)CCOC(=O)c1ccc(COc2ccccc2Br)o1	-1	4	-11	0.4	-3	-6	14
O=C(O)C1CCCCN1C(=O)c1ccc(S(=O)(=O)N2CCCCCC2)cc1 (configuration not stated)	-5	0	-13	·	·	-4	9
Cc1nc2ccccc2c(=O)n1/N=C/c1c(O)ccc2ccccc12	3	1	·	·	·	9	-8
O=C(Nc1cccc(C(=O)O)c1)/C(=C\c1ccccc1)NC(=O)c1ccc(Br)o1	1	-1	11	-0.1	3	4	-1
Cc1ccc(-n2nc3c(c2NC(=O)C2CC2)CS(=O)(=O)C3)cc1	-1	0	-2	-0.3	4	-2	18

Part of the list above with just DENV2 CPE and C2C12 statin.
smiles,DENV2 CPE,C2C12 statin
CO[C@@H]1CN(C)C(=O)c2ccc(NC(=O)C3CC3)cc2OC[C@@H](C)N(C(=O)Nc2ccccc2F)C[C@H]1C,?,-3
C[C@H](CO)N1C[C@H](C)[C@H](CN(C)Cc2cccc(O)c2)OCc2ccccc2-c2c(n(C)c3ccccc23)C1=O,-2&1,3

Screens (PubChem BioAssay)
